ABHD5-PLIN5 inh – inhibitors of human ABHD5-perilipin-5 interaction. 360,000 compounds, 0.78% hits. Split G. princeps luciferase complementation, luminescence, 4 h. AID 602281. inhibition, % at 4 µM;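 active means inhibition above the mean inhibition across every tested compound plus 3 SD, cut at about 22% in these data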;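 further: 0% = DMSO only wells and the 100% control is not disclosed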
SRC1 inh – inhibitors of human steroid receptor coactivator 1 (SRC1). Q15788. 360,000 compounds, 0.12% hits. inhibition, % at 3.6 µM. HEK293 GAL4-SRC1 luciferase reporter, luminescence. AID 588354;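 active means inhibition above the campaign mean plus 3 SD, with each screening campaign given its own cutoff, cut at about 60% in these data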;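 further: 0% = DMSO treated cells and 100% = gossypol at 36 µM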
NOD2-RIPK2 inh – NOD2-RIPK2 protein interaction inhibition; 360,000 compounds, 0.38% hits; inhibition, % at 4.98 µM; CHO BLA complementation NOD2-RIPK2, CCF4 ratio; AID 624267; in the data active means inhibition above about 21%;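 further: 0% = vehicle only and 100% = reference blocker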
Target sequence (O43353 whole entry, looked up): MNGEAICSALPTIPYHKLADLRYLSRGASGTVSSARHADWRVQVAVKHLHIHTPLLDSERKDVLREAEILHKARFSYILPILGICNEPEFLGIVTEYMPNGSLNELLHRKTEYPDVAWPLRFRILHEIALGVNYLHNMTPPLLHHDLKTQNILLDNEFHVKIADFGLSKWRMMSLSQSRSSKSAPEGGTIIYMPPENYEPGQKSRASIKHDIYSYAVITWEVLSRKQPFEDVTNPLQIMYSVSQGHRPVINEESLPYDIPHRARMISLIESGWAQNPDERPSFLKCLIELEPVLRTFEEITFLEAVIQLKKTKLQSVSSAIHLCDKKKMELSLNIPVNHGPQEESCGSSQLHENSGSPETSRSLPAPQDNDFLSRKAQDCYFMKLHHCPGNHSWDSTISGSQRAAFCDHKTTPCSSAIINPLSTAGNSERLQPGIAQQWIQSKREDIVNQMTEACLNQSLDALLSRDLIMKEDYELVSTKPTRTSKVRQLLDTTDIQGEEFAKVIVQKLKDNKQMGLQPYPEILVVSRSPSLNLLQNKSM
SRC3 inh – human NCOA3 inhibition; Q9Y6Q9; HEK293 GAL4-SRC3 luciferase reporter, luminescence; inhibition, % at 3.6 µM; 360,000 compounds, 0.17% hits; AID 588352;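 active means inhibition above a per-campaign cutoff, the mean of all compounds plus 3 SD, cut at about 60% in these data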;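 further: 0% = DMSO-treated cells and 100% = gossypol-treated cells at 36 µM; higher means less SRC3-driven luciferase light from the GAL4 reporter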
TROY signal inh – inhibitors of TROY-dependent NF-kB signaling; Q293 LMP1-TROYcd NF-kB luciferase reporter, 4 h; inhibition, % at 10 µM; 360,000 compounds, 0.98% hits; AID 1347056;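 active means compounds whose plate-normalised and pattern-corrected inhibition of the luciferase reporter signal at the single screening dose is 50% or more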
TLR9-MyD88 block – blocks human TLR9 binding to MyD88; Q9NR96+Q99836; CHO BLA complementation TLR9-MyD88, CCF4 FRET ratio; inhibition, % at 4.98 µM; 340,000 compounds, 0.21% hits; AID 504734;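 active means inhibition above the mean over all tested compounds plus 3 SD, cut at about 21% in these data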;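 further: 0% = DMSO only wells and 100% = clavulanate BLA inhibitor control wells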
NCOA2 inhibitor – human SRC2 (NCOA2) inhibition; Q15596; HEK293 GAL4-SRC2 luciferase reporter, luminescence; inhibition, % at 9 µM; 370,000 compounds, 0.17% hits;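 active means inhibition above the mean inhibition of all tested compounds plus 3 SD, set per campaign, cut at about 52% in these data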;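 further: 0% = DMSO treated cells and 100% = cells given Gossypol at 36 µM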
NR2F2 inh – blocks human COUP-TFII nuclear receptor; HEK293T NGFI-A luciferase reporter, luminescence; AID 686940; 370,000 compounds, 0.7% hits; inhibition, % at 8.6 µM; P24468;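 active means inhibition above a per-plate cutoff, mean inhibition of test wells between control levels plus 3 SD, cut at about 38% in these data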;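 further: cells cotransfected with COUP-TFII expression vector driving the NGFI-A reporter; 0% = median of COUP-TF2 test wells and 100% = reporter-only cells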
Target sequence (P24468 whole entry, looked up): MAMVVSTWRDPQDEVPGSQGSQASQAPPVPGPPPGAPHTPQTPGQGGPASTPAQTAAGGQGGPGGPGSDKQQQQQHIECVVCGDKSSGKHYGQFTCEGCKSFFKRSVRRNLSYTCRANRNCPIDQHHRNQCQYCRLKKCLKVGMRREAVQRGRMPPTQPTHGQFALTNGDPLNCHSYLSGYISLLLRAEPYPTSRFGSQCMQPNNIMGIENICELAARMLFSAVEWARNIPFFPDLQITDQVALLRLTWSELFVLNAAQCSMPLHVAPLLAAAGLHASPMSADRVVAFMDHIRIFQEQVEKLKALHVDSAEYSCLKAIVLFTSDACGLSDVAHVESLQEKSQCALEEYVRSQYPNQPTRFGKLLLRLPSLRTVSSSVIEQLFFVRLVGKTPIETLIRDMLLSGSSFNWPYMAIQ
Granule exo inh – lytic granule exocytosis inhibition. TALL-104 LAMP-1 surface exposure, flow cytometry; cells stimulated with thapsigargin and PMA. inhibition, % at 10 µM. 360,000 compounds, 0.66% hits;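 active means inhibition above about 55%, limit read from the data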
TWEAK Fn14 block – blocks TWEAK-Fn14 interaction in a reporter cell assay; 360,000 compounds, 2% hits; TWEAK-stimulated Fn14 reporter cells, luciferase luminescence, 8 h; inhibition, % at 10 µM; AID 1159606; in the data active means inhibition above about 50%
NR5A2 inv ag – suppresses constitutive activity of human LRH-1; O00482; HEK293T StAR-luciferase reporter, LRH-1 transfected, 24 h; inhibition, % at 3.6 µM; 360,000 compounds, 0.13% hits;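 active means inhibition above the mean inhibition of all tested compounds plus 3 SD, cut at about 73% in these data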;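 further: 0% = DMSO wells and 100% = reporter-only cells lacking LRH-1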
Numbers without * were called inactive; nt = no result given. These rows are one share of the data. The share of hits here may be higher or lower than overall.

Sample of the layout (14 entries):
Fields: ABHD5-PLIN5 inh	SRC1 inh	NOD2-RIPK2 inh	SRC3 inh	TROY signal inh	TLR9-MyD88 block	NCOA2 inhibitor	NR2F2 inh	Granule exo inh	TWEAK Fn14 block	NR5A2 inv ag
> CCCOC(=O)CC1C(=O)NCCN1Cc1ccc(F)cc1 (stereo not given)
→ 0	5	12	-2	-1	2	1	3	-2	15	2
> O=C(Nc1nc2cc3c(cc2s1)OCCO3)C1=COCCO1
→ 16	54	1	65*	87*	-4	68*	81*	-2	104*	44
> CC(=O)n1cc(N(C(=O)CCl)c2ccc(Cl)cc2)c2ccccc21
→ 10	5	9	26	-41	nt	nt	nt	22	64*	11
> COc1ccc(-c2ccc3nccn3c2)cc1
→ 1	-15	0	-17	5	nt	-30	-8	-15	5	-38
> CCOC(=O)c1c(NC(=O)CSc2nccc(=O)[nH]2)sc(C)c1C
→ -3	6	-7	-5	23	-13	-1	13	-2	-4	-8
> COc1ccc(NS(=O)(=O)c2cc(NC(=O)c3cc(F)c(F)c(F)c3F)ccc2N2CCCC2)cc1
→ 0	0	-7	16	-20	-2	-24	-2	-5	-12	20
> O=c1cc(CN2CCOCC2)nc(C2CC2)[nH]1
→ -6	-1	3	8	5	-4	-18	3	0	-3	-11
> Cc1ccc(-c2nc(C)sc2CC(=O)NCc2ccco2)cc1
→ 27*	-1	-5	7	-11	-6	12	-10	0	18	0
> CN1CCN(c2ccccc2NC(=O)COc2ccc(Br)cc2)CC1
→ 2	-13	-10	21	1	-2	23	5	1	26	-8
> OCC1CCCN(C(=S)Nc2ccc(Oc3ccccc3)cc2)C1 (stereo not given)
→ -2	-85	-5	-90	10	-1	-45	5	-1	-15	-100
> COc1ccc(-n2c(=O)c3ccccc3c3ccccc3c2=O)c(OC)c1
→ 1	1	-4	8	12	10	-4	7	-2	4	-7
> CC(C)[C@H](NC(=O)c1cc2cc(Cl)ccc2n1C)C(=O)N[C@@H](C(=O)O)c1ccccc1
→ -2	11	4	-9	-1	6	4	-16	-10	17	13
> Cc1cccc(NC(=O)CN2CCCN(S(=O)(=O)c3ccc(Br)s3)CC2)c1
→ 1	8	5	9	2	1	24	2	3	0	7
> CCC(=O)N/N=C(\C)CC(=O)Nc1ccc(F)cc1
→ 6	-8	8	-9	7	-2	-18	-1	2	-4	-5

The listing, from the first entry:
Fields: ABHD5-PLIN5 inh	SRC1 inh	NOD2-RIPK2 inh	SRC3 inh	TROY signal inh	TLR9-MyD88 block	NCOA2 inhibitor	NR2F2 inh	Granule exo inh	TWEAK Fn14 block	NR5A2 inv ag
> CCCOC(=O)CC1C(=O)NCCN1Cc1ccc(F)cc1 (stereo not given)
→ 0	5	12	-2	-1	2	1	3	-2	15	2
> O=C(Nc1nc2cc3c(cc2s1)OCCO3)C1=COCCO1
→ 16	54	1	65*	87*	-4	68*	81*	-2	104*	44
> CC(=O)n1cc(N(C(=O)CCl)c2ccc(Cl)cc2)c2ccccc21
→ 10	5	9	26	-41	nt	nt	nt	22	64*	11
> COc1ccc(-c2ccc3nccn3c2)cc1
→ 1	-15	0	-17	5	nt	-30	-8	-15	5	-38
> CCOC(=O)c1c(NC(=O)CSc2nccc(=O)[nH]2)sc(C)c1C
→ -3	6	-7	-5	23	-13	-1	13	-2	-4	-8
> COc1ccc(NS(=O)(=O)c2cc(NC(=O)c3cc(F)c(F)c(F)c3F)ccc2N2CCCC2)cc1
→ 0	0	-7	16	-20	-2	-24	-2	-5	-12	20
> O=c1cc(CN2CCOCC2)nc(C2CC2)[nH]1
→ -6	-1	3	8	5	-4	-18	3	0	-3	-11
> Cc1ccc(-c2nc(C)sc2CC(=O)NCc2ccco2)cc1
→ 27*	-1	-5	7	-11	-6	12	-10	0	18	0
> CN1CCN(c2ccccc2NC(=O)COc2ccc(Br)cc2)CC1
→ 2	-13	-10	21	1	-2	23	5	1	26	-8
> OCC1CCCN(C(=S)Nc2ccc(Oc3ccccc3)cc2)C1 (stereo not given)
→ -2	-85	-5	-90	10	-1	-45	5	-1	-15	-100
> COc1ccc(-n2c(=O)c3ccccc3c3ccccc3c2=O)c(OC)c1
→ 1	1	-4	8	12	10	-4	7	-2	4	-7
> CC(C)[C@H](NC(=O)c1cc2cc(Cl)ccc2n1C)C(=O)N[C@@H](C(=O)O)c1ccccc1
→ -2	11	4	-9	-1	6	4	-16	-10	17	13
> Cc1cccc(NC(=O)CN2CCCN(S(=O)(=O)c3ccc(Br)s3)CC2)c1
→ 1	8	5	9	2	1	24	2	3	0	7
> CCC(=O)N/N=C(\C)CC(=O)Nc1ccc(F)cc1
→ 6	-8	8	-9	7	-2	-18	-1	2	-4	-5
> CC1CCCCN1S(=O)(=O)c1ccc(NC(=O)CSc2nnnn2C)cc1 (stereo not given)
→ -1	4	-3	5	22	-9	-1	-17	-1	5	-2
> Cc1ccccc1-n1c(Cn2c(=O)sc3ccccc32)nnc1SC(C)C
→ -5	-8	2	3	-4	1	-5	-1	4	2	10
> CC(=O)c1ccc(OCC(C)C)c(CC(C(N)=O)C(N)=O)c1
→ -3	11	-3	-1	-6	-4	4	-9	-4	9	-13
> CCOc1cc(C(=S)N2CCOCC2)ccc1OC
→ 2	-9	-14	-10	4	-7	-5	6	-2	8	7
> CCOC(=O)N1CCC(Nc2c(Nc3ccc(C)c(C)c3)c(=O)c2=O)CC1
→ 0	-10	-6	-17	-10	-8	-2	-3	0	-23	-25
> Cn1c(SCc2ccc(F)cc2)nnc1-c1ccccn1
→ -7	-115	-3	-104	-59	0	-61	-32	-2	10	-106
> NC(=O)c1cc(S(=O)(=O)NC2CCCCC2)co1
→ -3	-12	1	11	11	-2	10	-5	1	13	15
> CC(C)(C)NC(=O)COC(=O)c1ccccc1C(=O)c1ccccc1
→ 6	1	3	15	0	-4	15	-15	0	6	-3
> Cc1cc[n+](-c2[nH]c(=O)sc2/C=N/NC([S-])=Nc2ccccc2)cc1
→ 2	0	-3	6	9	3	-12	-6	-2	2	5
> COc1ccc(NC(=O)Nc2cccc(OC)c2)cc1
→ -5	-91	-5	-67	-61	-4	-18	-7	-2	-3	-70
> COc1ccc(/C=N/NC(=O)c2ccc(Cl)cc2Cl)cc1COC(C)=O
→ -5	2	1	1	-5	-10	-3	-3	2	12	-2
> Cc1ccc(S(=O)(=O)NNC(=S)Nc2ccccc2)cc1
→ -10	-2	5	0	-10	-12	8	5	0	17	17
> CCOc1ccccc1NC(=S)NCc1ccco1
→ -5	-9	8	6	8	-2	-4	7	-2	7	17
> O=C(CN(Cc1cccs1)C(=O)CNS(=O)(=O)c1ccc(F)cc1)NCC1CCCO1 (stereo not given)
→ -1	6	-7	20	27	-1	-17	2	-2	-1	13
> Cc1ccc(-c2cc(C(F)(F)F)n3ncc(C(=O)O)c3n2)cc1
→ -2	0	-5	8	-7	1	5	-7	-2	5	1
> O=C1CSC(=Nc2cccc(Cl)c2Cl)N1
→ 0	-5	-16	-1	-11	-9	19	20	1	5	15

Single values from above.
Under SRC3 inh, Cc1cc[n+](-c2[nH]c(=O)sc2/C=N/NC([S-])=Nc2ccccc2)cc1 is listed with 6
Under TROY signal inh, CCC(=O)N/N=C(\C)CC(=O)Nc1ccc(F)cc1 is listed with 7

Other results follow:
Fields: ABHD5-PLIN5 inh	SRC1 inh	NOD2-RIPK2 inh	SRC3 inh	TROY signal inh	TLR9-MyD88 block	NCOA2 inhibitor	NR2F2 inh	Granule exo inh	TWEAK Fn14 block	NR5A2 inv ag
> CC(=O)Nc1ccc(-c2csc(NC(=O)Nc3ccccc3)n2)cc1
→ -9	49	-5	53	-65	-10	28	61*	104*	-40	11
> COc1cc2c(cc1OC)[C@@H](NC(=O)C(C)C)[C@H](O)C2
→ 1	-3	-7	0	-15	-8	-18	10	-1	1	1
> COc1cccc(-c2cc(NC=O)c3ncc(-c4ccc(OC)c(OC)c4)n3c2)c1
→ 9	-15	-1	-23	-4	nt	-7	-30	11	10	22
> CCOC(=O)Cn1c(-c2ccccc2)cc(SC)c(C#N)c1=O
→ 3	1	-3	19	21	1	-6	9	61*	-30	2
> CN(Cc1ccco1)C(=O)CSc1nc(C2CC2)n(-c2ccccc2)n1
→ 0	11	-7	-13	1	-2	-2	16	-1	16	-27
> CCn1c(SCC(=O)Nc2ccccc2OC)nc(O)cc1=O
→ 0	18	-13	18	8	-1	8	3	0	15	8
> O=C(OCc1ccccc1Cl)c1cccnc1Cl
→ 6	-9	2	-4	-13	-2	-1	-9	-6	1	21
> Oc1ccc(CNCC2COc3ccccc3O2)cc1 (stereo not given)
→ 5	12	-3	2	-10	6	13	-4	1	19	5
> COc1cc2c(cc1OC)C(c1ccc([N+](=O)[O-])cc1)NC(=O)C2 (stereo not given)
→ 6	-11	9	-2	-9	-3	-7	1	0	-1	12
> O=C1CC(O)(C(F)F)Oc2ccc3ccccc3c21 (stereo not given)
→ -1	6	8	-1	-7	1	-4	5	1	-15	7
> COc1cccc(NC(=O)Cn2c(CCC(=O)O)ccc2-c2cccs2)c1
→ 15	1	-12	5	0	-5	19	-6	1	-12	-16
> CC(C)(C)NC(=O)NC(=O)COC(=O)CNC(=O)c1cccc(F)c1
→ 2	10	-9	3	-26	-13	-6	1	-2	-6	9
> Cn1nc(N)c2c(-c3ccc(Cl)cc3)c(C#N)c(N)nc21
→ -4	21	0	11	-19	-5	-46	14	5	-6	-19
> COc1ccc(CN2C(=O)CN(S(C)(=O)=O)CC2(C)C(=O)NCc2ccccc2)cc1OC (stereo not given)
→ -1	nt	4	nt	nt	nt	-22	11	0	nt	-2
> O=C(COc1ccc2c3c(c(=O)oc2c1)CCC3)N[C@@H](Cc1ccccc1)C(=O)O
→ -6	5	-2	3	-5	-25	-22	12	-2	-10	-14
> CSc1ccccc1-c1ccc2nccn2c1
→ 5	-1	10	8	6	nt	-4	-5	0	-16	-18
> CS(=O)(=O)N1CCN(c2ccc([N+](=O)[O-])c(SCc3ccco3)c2)CC1
→ 6	-11	-10	-11	14	nt	-2	-26	-2	-6	10
> COc1ccc(CCN(Cc2cccs2)S(=O)(=O)c2ccc(-n3cnnn3)c(OC)c2)cc1OC
→ 0	-18	-5	-19	15	-7	17	-1	-1	-29	1
> COc1ccc(NC(=S)Nc2nc(CC(=O)Nc3ccccc3OC)cs2)cc1
→ -6	8	5	13	40	-7	14	16	-2	30	9
> CC(=O)c1ccc(NC(=O)Nc2ccc(Br)cc2C)cc1
→ 0	0	-2	22	-2	-5	19	0	0	5	-3
> O=C(c1ccc(Br)o1)N(c1ccc(Br)cc1)C1C=CS(=O)(=O)C1 (stereo not given)
→ 13	23	-3	8	1	3	-1	-29	-2	-2	-5
> O=C(Nc1ccc(S(=O)(=O)N2CCOCC2)cc1)c1ccc(F)cc1
→ 0	5	-14	5	7	0	-14	1	-1	-3	-17
> COC(=O)Cc1c(C)c2ccc(OC3CCCCC3=O)cc2oc1=O (stereo not given)
→ 9	-59	-3	-20	-24	-16	-42	-33	2	4	-7
> CCc1noc(C)c1C(=O)N1CCCC(CCC(=O)NCc2ccc(F)c(F)c2)C1 (stereo not given)
→ -2	-13	4	11	10	4	-26	-26	0	0	2
> O=C1Cc2cc(NS(=O)(=O)c3ccc(F)cc3)cc3c2N1CCC3
→ -8	11	8	6	7	0	-22	-15	-4	15	18

Compound activity: PubChem, several laboratories
